High-throughput results deposited in PubChem BioAssay by National Center for Advancing Translational Sciences (NCATS).
JMJD2A Tudor: blocks the human JMJD2A Tudor domain | O75164 | AlphaScreen JMJD2A-Tudor / H3K4me3 peptide binding | Potency, µM (top dose mostly 114 µM), for the others: at the highest dose activity change, negative = inhibition, hits mostly inhibitors | 390,000 tested, 4.4% active | AID 504339; note: potency is the fitted concentration of half-maximal effect; % is set by controls: 0 for no effect and ±100 for the full control effect; nearly all actives have a fitted effect of over 50% in size
BAZ2B inh: blocks human BAZ2B; AlphaScreen BAZ2B-H3K14Ac peptide displacement; Potency, µM (series often up to 114 µM), for the others: top-dose activity change, negative = inhibition, usual class: inhibitors; 360,000 tested, 4.4% active; AID 504333; note: potency is the fitted concentration of half-maximal effect; % is set by controls: 0 for no effect and ±100 for the full control effect; nearly all actives have a fitted effect of over 60% in size
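Protein-peptide AlphaScreen: BAZ2B 50 nM, b-H3K14Ac 50 nM, 1x PBS pH 7.4 + 0.01% Tween-20. Preincubation 30 min RT; cpd 30 min RT (top 110 uM); beads 20 min RT, light-protected.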
G9a block: blocks human histone lysine methyltransferase G9a; Q96KQ7; G9a H3K9 monomethylation, AlphaScreen, 2 h; Potency, µM (doses to about 102 µM), inactives show at the highest dose activity, negative = inhibition, usual class: inhibitors; 350,000 tested, 8.8% active; note: potency is the fitted concentration of half-maximal effect; % is set by controls: 0 for no effect and ±100 for the full control effect; nearly all actives have a fitted effect of over 75% in size
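Compounds were preincubated with 20 nM G9a for 15 min, after which biotinylated H3K9 peptide (500 nM) and SAM (20 uM) started a 2 h room-temperature reaction. Monomethylated product was quantified by antibody-based AlphaScreen chemiluminescence.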
HP1b binding inh: blocks HP1-beta chromodomain binding to methylated histone tails; P83916; AlphaScreen HP1-beta / biotin-H3K9me3 peptide binding; Potency, µM (highest dose often 114 µM), without a hit: top-dose activity change, negative = inhibition, usual class: inhibitors; 390,000 tested, 0.56% active; note: potency is the fitted concentration of half-maximal effect; nearly all actives have a fitted effect of over 70% in size; inactives centre near 23
Target sequence (P83916 whole entry, looked up): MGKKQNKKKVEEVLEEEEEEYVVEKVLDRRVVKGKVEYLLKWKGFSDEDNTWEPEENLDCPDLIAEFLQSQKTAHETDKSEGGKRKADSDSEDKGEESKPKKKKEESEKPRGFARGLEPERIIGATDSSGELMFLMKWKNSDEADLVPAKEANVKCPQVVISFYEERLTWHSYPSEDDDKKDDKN
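Compound inhibition of the preformed complex between 50 nM HP1-beta and 50 nM biotinylated H3K9me3 peptide was read by AlphaScreen. Buffer was PBS pH 7.4 with 0.01% Tween-20. Incubations ran 30 min at room temperature, with 10 ug/mL donor/acceptor beads.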
Tb PGK inh: inhibitors of T. brucei phosphoglycerate kinase. 380,000 tested, 0.043% active. AID 602233. P07378. Potency, µM (titrated, usually from 57.5 µM), without a hit: at the top dose activity change, negative = inhibition, usual class: inhibitors. PGK/GAPDH coupled, Kinase-Glo luminescence, 60 min; note: potency is the fitted concentration of half-maximal effect; % is set by controls: 0 for no effect and ±100 for the full control effect; nearly all actives have a fitted effect of over 60% in size
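Recombinant glycosomal PGK reaction used 1,3-bisphosphoglycerate generated in-well by GAPDH (100nM final) in 100mM TEA pH 7.6, 5mM MgCl2, 0.01% Tween-20. After 60 minutes at room temperature, ATP was read by Kinase-Glo Plus luminescence end-point.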
GLS inhibitor: inhibitors of human glutaminase (GLS); O94925; GLS enzymatic activity, qHTS titration; Potency, µM (highest dose often 45.5 µM), for inactives: top-dose activity change, negative = inhibition, usual class: inhibitors; 410,000 tested, 0.21% active; AID 624170; note: potency is the fitted concentration of half-maximal effect; % is set by controls: 0 for no effect and ±100 for the full control effect
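Human kidney-isoform GLS in 45 mM KH2PO4 pH 8.2, 0.02% Tween-20, with compound, started with 1mM L-Glutamine (added stock). Glutamate oxidase/HRP/Amplex red coupled fluorescence read at start and after 30 min at RT.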
PI4K2A inh: blocks human PI4K2A kinase activity | 420,000 tested, 0.13% active | activity change, negative = inhibition, % at 76.9 µM | purified PI4K2A, ADP-Glo luminescence, 1 h; active compounds read low | Q9BTU6; in the data active = activity change below about -50%; inconclusive = mostly about -30% to -49%;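 note: -100% = wells without enzyme as full effect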
Target sequence (Q9BTU6 whole entry, looked up): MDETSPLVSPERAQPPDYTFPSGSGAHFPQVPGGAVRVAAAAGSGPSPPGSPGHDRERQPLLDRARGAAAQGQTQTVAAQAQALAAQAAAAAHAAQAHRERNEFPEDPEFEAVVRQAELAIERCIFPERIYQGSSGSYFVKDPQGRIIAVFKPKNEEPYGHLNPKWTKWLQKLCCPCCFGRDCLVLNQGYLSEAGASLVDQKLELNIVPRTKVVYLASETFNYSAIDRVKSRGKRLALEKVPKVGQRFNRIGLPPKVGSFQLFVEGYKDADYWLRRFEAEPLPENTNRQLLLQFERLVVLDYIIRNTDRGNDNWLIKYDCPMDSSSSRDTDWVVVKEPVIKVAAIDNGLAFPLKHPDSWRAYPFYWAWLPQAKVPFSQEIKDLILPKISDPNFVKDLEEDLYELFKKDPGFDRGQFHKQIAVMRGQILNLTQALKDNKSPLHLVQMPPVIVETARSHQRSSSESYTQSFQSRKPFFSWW
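ADP-Glo luminescence measured ADP generated by PI4K2A enzyme (4 ug/mL before mixing) with 1.2 mM PI substrate (pre-mix) and 300 microM ATP (pre-mix). Tris pH7.5 buffer with MgCl2, Triton X-100; 1 h reaction at ambient temperature.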
Pin1 inh: human Pin1 inhibition. Q13526. Pin1 FP peptide displacement, HiFluor488, 10 min. Potency, µM (titrated, usually from 115 µM), without a hit: top-dose activity, negative = inhibition, hits mostly inhibitors. 390,000 tested, 0.009% active. AID 504891; active = well fitted inhibition curve with a large enough effect in the polarisation, with a control signal flat, not every such curve was filed as active; inconclusive = small, poorly fitted or top-dose-only effect, or effect the other way, or a change in a side signal; inactive = no such curve, though single readings can be large or run the other way; the % refers to the polarisation; note: potency is the fitted concentration of half-maximal effect; % is set by controls: 0 for no effect and ±100 for the full control effect
Target sequence (Q13526 whole entry, looked up): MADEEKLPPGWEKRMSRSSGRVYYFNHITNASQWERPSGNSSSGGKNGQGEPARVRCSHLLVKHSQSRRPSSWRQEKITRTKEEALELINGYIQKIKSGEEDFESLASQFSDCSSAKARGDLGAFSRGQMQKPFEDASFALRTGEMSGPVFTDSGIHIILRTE
POLH inh: blocks human DNA polymerase eta activity; Q9Y253; recombinant Pol eta, fluorescent DNA replication assay; Potency, µM (top dose mostly 114 µM), inactives show at the highest dose activity change, negative = inhibition, usual class: inhibitors; 390,000 tested, 1.2% active; note: potency is the fitted concentration of half-maximal effect; % is set by controls: 0 for no effect and ±100 for the full control effect
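Pol eta (10 nM) was preincubated with compounds for 15 min at room temperature, after which fluorescent replication substrate (50 nM final) was added to start the reaction. Fluorescence was read kinetically at 0 and 10 min.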
* hit, by the source's call; i = inactive; ? = inconclusive; . = no result given; & = joins results of further samples; [ ] = dose if it differs, or a comment. Unless noted, calls come from the whole dose curve; as a rule, active = well fitted curve in the direction sought with a large enough effect; inconclusive = small, poorly fitted or top-dose-only effect, or another doubt; inactive = no such curve, though single readings can be large; an effect the other way counts as inactive or inconclusive. Some of the compounds tested, so the mix of outcomes need not match the whole.

mol	PI4K2A inh	GLS inhibitor	BAZ2B inh	Tb PGK inh	Pin1 inh	JMJD2A Tudor	POLH inh	HP1b binding inh	G9a block
OCC(O)CN(c1ccccc1)c1ccccc1 (stereo not given)	-2	6%	-14%	-3%	-11%	-23%	-8%	0%	-12%[59 µM]
CC(=O)c1ccc(NC(=S)N2CCC(Cc3ccccc3)CC2)cc1	2	-6%	-38%	13%	0%	-34%	-18%	-11%	-23%
COCCN1CCc2[nH]c(=S)[nH]c(=O)c2C1	-1	2%	?	-4%	2%	-2%	-9%	25%	32µM*
COc1ccc(-n2c(=O)c3c4c(sc3n3c(=S)[nH]nc23)CCC4)cc1	-18	-9%	-14%	i	7%	10µM*	-10%	15%	2.5µM*
COc1cc(C(=O)NCc2nnc(SCC(=O)Nc3cc(C)on3)o2)cc(OC)c1OC	-3	-3%	.	i	4%	-5%	-5%	27%	1%
NS(=O)(=O)c1ccc(NC(=O)COC(=O)COc2ccc3ccccc3c2)cc1	8	-5%	?	-2%	1%	-8%	2%	39%[activator]	-34%
CC(NC(=O)c1cccc(S(=O)(=O)N2CCN(C)CC2)c1)c1ccc(Cl)cc1Cl (stereo not given)	2	7%	2%	3%	3%	-4%	-9%	3%	?
O=C(Nc1ccc(N2CCCC2)cc1)c1cccc(Cl)c1Cl	-1	-8%	-2%	5%	42%[activator]	?	-10%	13%	?
COc1ccccc1NC(=O)CSc1nnc(Cc2cccn2C)n1CCc1ccccc1	3	12%	50µM*	-1%	3%	?	-9%	-11%	?
COc1ccc(-c2csc3nc[nH]c(=O)c23)cc1	-1	16%	-12%	i	-2%	-9%[11.4 µM]	6%	35%	-43%
Cn1cnc([N+](=O)[O-])c1S(=O)(=O)Oc1ccccc1	-4	3%	.	i	-2%	-6%	0%	16%[57 µM]	.
NC(=O)CN(N=Nc1cccc([N+](=O)[O-])c1)c1cccc([N+](=O)[O-])c1	-1	5%	-17%	-8%	-3%	-10%	2%	13%	4%
COc1ccccc1NC(=O)c1ccc(NC(=O)c2ccco2)cc1	10	0%	0%	-5%	2%	-3%	-18%	31%	?
COc1ccc(-c2noc(-c3ccc4c(c3)OCO4)n2)cc1	-4	7%	6%	-8%	0%	-14%	-12%	23%	23%[59 µM]
CCN(CC)CCN(C(=O)c1ccco1)c1nc2c(C)cccc2s1	0	5%	-30%	i	4%	-36%	-8%	35%	-26%[59 µM]
CC(NC(=O)COC(=O)c1cc([N+](=O)[O-])ccc1N1CCOCC1)c1ccccc1 (stereo not given)	1	-2%	-18%	-11%	-6%	-22%	-21%	18%	?
OC1(C(F)(F)F)CC(O)(C(F)(F)F)n2nc(-c3ccccc3)cc2N1 (stereo not given)	-4	0%	-3%	-4%	-5%	-21%	-23%	20%	8%[59 µM]
CN(C)CCN(C(=O)c1ccc(S(=O)(=O)N(C)C)cc1)c1nc2cc3c(cc2s1)OCCO3	-4	1%	.	.	0%	-15%	?	10%	56µM*
CCOC(=O)Nc1ccc(=O)n(Cc2c(Cl)cccc2Cl)c1	-25	.	-37%	-12%	4%	-3%	-7%	40%[activator]	?
COc1ccc(CCC2(C)NC(=O)N(C(C)C(=O)N3c4ccccc4CC3C)C2=O)cc1 (stereo not given)	4	-4%	15%	4%	0%	-11%	-19%	36%	-6%[2.33 µM]
COc1ccc(-c2nn(-c3ccccc3)cc2C(=O)N2CCN(S(=O)(=O)c3cccc(F)c3)CC2)cc1	-4	0%	6%	-4%	12%	-29%	-22%	-20%	-41%
COc1ccc(-n2c(CN3CCC(C)CC3)nc3ccc([N+](=O)[O-])cc3c2=O)c(OC)c1	0	3%	?	-1%	8%	-24%	-12%	12%	?
Cc1ccc(CC(=O)OCCNC(=O)c2cccnc2)cc1	-1	2%	?	-2%[11.5 µM]	8%	?	11%	13%	?
Cc1[nH]c(=S)c(C#N)c(C)c1C(=O)Nc1ccccc1	2	?	-4%	-8%	18%	8.9µM*	-15%	?	1.3µM*
CC(=O)Nc1nnc(SCC(=O)N2C(C)CCCC2C)s1 (stereo not given)	-1	-19%	-11%	-4%	4%	-15%	0%	-8%	-7%
CC(=O)N1CCN(C(=O)c2cc(-c3ccc(Cl)s3)nc3ccccc23)CC1	-3	-14%	-4%	i	-10%	-7%	-16%	32%[activator]	2%
O=C(Nc1ccc2c(c1)OCCO2)C1CCN(C(=O)c2ccc(Cl)cc2)CC1	5	8%	3%	0%	3%	-3%	-12%	9%	-2%[59 µM]
CCC(C(=O)OCn1nnc2ccccc2c1=O)c1ccccc1 (stereo not given)	-1	0%	.	2%	0%	-22%	-18%	36%	?
CNC(=S)Nc1ccc(C(N)=O)cc1	5	-2%	9%	-9%	-2%	10%	-19%	15%	.
COC(=O)c1cc(NS(=O)(=O)c2ccc(C(C)C)cc2)ccc1N1CCOCC1	0	-18%	-4%	4%	6%	-3%	-10%	22%	.
O=C(c1ccccc1Oc1ccc(C(F)(F)F)cc1[N+](=O)[O-])N1CCOCC1	-3	0%	3%	i	4%	-13%	-10%	17%	-2%[59 µM]
Brc1ccc(-c2csc(/N=C/N3CCCC3)n2)cc1	2	4%	-34%	1%	4%	-31%	-9%	10%	?
O=C(O)C1CCCN1C1=NS(=O)(=O)c2ccccc21 (stereo not given)	5	35%[activator]	-13%	15%	3%	-12%	-20%	21%	?
CC(C)(C)NC(=O)Cn1c(SCC(=O)NC2CC2)nc2ccccc21	-4	-3%	-3%	-7%	3%	-1%	-3%	12%	8%[59 µM]
Cn1nc(C(=O)OCC(=O)Nc2ccccc2[N+](=O)[O-])c2ccccc2c1=O	2	-8%	22%	-2%	-3%	-15%	-9%	31%	18%[12.7 µM]
COC(=O)Cc1[nH]n(-c2ccccc2)c(=O)c1C=Nc1ccc(C)cc1	-3	1%	-27%	2%	68%[activator]	-20%	-6%	13%	6%
O=C(CN1C(=O)NC2(CCc3ccccc32)C1=O)NCc1ccc(Cl)cc1 (stereo not given)	-2	7%	.	0%	0%	-13%	-8%	26%	.
CCCOc1ccc(CNC(=O)c2cc3oc4ccccc4c3n2C)cc1	0	5%	-20%	.	6%	-1%	.	41%[activator]	17%[59 µM]
CCCCNC(=O)C1c2cc(OC)c(OC)cc2C(=O)N(C)C1c1cccs1 (stereo not given)	0	7%	2%	4%	-12%	-3%	-5%	39%	-8%[59 µM]
Cc1cc(S(=O)(=O)NCC2CCCO2)c(C)cc1Br (stereo not given)	2	-3%	-5%	3%	-1%	8%	-8%	30%	11%
CCCCCCn1c(=O)n2n(c1=O)C[C@]1(OC(=O)NCc3ccc(OC)c(OC)c3)CN(S(=O)(=O)c3ccc(C)cc3)C[C@]1(O)C2	0	1%	.	-1%	.	.	-30%	.	.
CCN(CCCNC(=O)Cn1ncc2c([nH]c3ccc(C)cc32)c1=O)Cc1ccccc1	-4&1	0%&4%	-6%	-3%&-25%	-1%&-2%	-8%&-1%	-16%&-8%	25%&29%	-10%&-8%[59 µM]
N/C(=N\OC(=O)Cc1ccccc1[N+](=O)[O-])c1ccc(Br)cc1	1	6%	-23%	-15%	-6%	-24%	-2%	-11%	?
CN(C)C(CNC(=O)CSc1nnc(-c2ccco2)o1)c1ccccc1 (stereo not given)	-3	0%	17%	-15%	-4%	-5%	-13%	28%	1%[59 µM]
COc1cccc(/C=N/Nc2cc(C)nc(-c3ccccc3O)n2)c1O	-9	14%	2%	-9%	4%	-21%	-8%	35%	.
O=C(CCC(=O)OCC(F)(F)C(F)F)Nc1ccc(Cl)cc1	1	-5%	.	-10%	-3%	-8%	2%	28%	-3%[59 µM]
COC(C(=O)Nc1ccc(S(=O)(=O)N2CCCCC2)cc1)c1ccccc1 (stereo not given)	-5	6%	13%	-7%	6%	-11%	-12%	17%	12%[59 µM]
NC(=O)c1nc(-c2ccc(F)c(F)c2)nc2c1[nH]c(=O)n2-c1cccc(Cl)c1	4	-11%	2%	.	7%	-10%	.	34%	9%[59 µM]
COc1ccc(NC(=O)CSc2nc(O)cc(=O)[nH]2)c(OC)c1	-2	9%	-29%	-10%	-23%	-14%[11.4 µM]	-8%	17%	31%[12.7 µM]
COc1ccccc1C(=O)Nc1ccc(S(=O)(=O)NC2=NCCCCC2)cc1	-2	10%	-9%	3%	1%	-7%	-10%	34%	-1%
COC(=O)c1cc(CNC(=O)c2ccc(O)c(Cl)c2)ccc1OC	-3	13%	4%	-8%	-3%	-12%[57.1 µM]	-9%	34%	-1%[59 µM]
